USP2a inh: inhibitors of human ubiquitin-specific protease USP2a | USP2 core, Ub-CHOP2 coupled fluorogenic reporter, 485/531 | O75604 | Potency, µM (top dose mostly 38.3 µM), for the others: at the top dose activity change, negative = inhibition, most hits filed as inhibitors | actives 0.01% (n = 330,000);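 further: potency means the concentration at half of the fitted maximal effect; plate controls were DMSO wells for no effect and full inhibition by NEM control for full effect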
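USP2 core (10nM final) preincubated 30min RT with compound in 20mM Tris-HCl pH 8.0, 2mM CaCl2, 2mM beta-mercaptoethanol, 0.05% CHAPS; 25nM Ub-CHOP2 plus 25nM reporter substrate added, fluorescence (Ex485/Em531) read after 60min.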
Giardia kill: Giardia lamblia killing. Giardia lamblia trophozoite viability. activity change, % at 7.66 µM, hits read low. actives 0.15% (n = 340,000); in the data active means activity change below about -80%; inconclusive means between about -30% and that limit;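 further: parasites exposed to compound for two days anaerobically before the ATP read; on the % scale 0 is the no-effect control and ±100 the full control effect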
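Luminescent ATP signal served as the viability read-out, measured 15-30 min after adding ATP detection reagent to trophozoites that had been incubated with compounds for 48 hrs at 37 deg C anaerobically at 100 cells/well.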
TRPV1 agonist: agonists of human vanilloid receptor 1 (TRPV1); Q8NER1; TRPV1-expressing cells, Fluo-8 calcium influx, agonist mode; activation, % at 8.33 µM; actives 0.19% (n = 320,000); AID 540275; in the data active means activation above about 80%; inconclusive means between about 30% and that limit; further: 0% is about no effect
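Cells expressing TRPV1 were dye-loaded with Fluo-8 and read kinetically: 10 s baseline, 3 min after compound (agonist portion), then 2 min after EC20 capsaicin (allosteric enhancer portion). Calcium-bound dye fluorescence at 480/520 nm.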
FBPA coupling cs: inhibits coupling enzyme system, counter-screen for aldolase hits | coupling enzyme system counterscreen, AmpLite Red fluorescence | activity change, negative = inhibition, % at 58.2 µM, hits read low | actives 0.67% (n = 290,000); in the data active means activity change below about -30%; further: on the % scale 0 is the no-effect control and ±100 the full control effect
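Counterscreen of the coupled detection system alone, without aldolase: glyceraldehyde-3-phosphate coupling enzymes plus AmpLite Red readout. Compounds at 57.5 uM final, 10 min RT preincubation, 20 min RT reaction, fluorescence 525/598 nm.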
Menin-MLL TR inh: menin-MLL binding inhibition, Texas Red mutant peptide; Menin + Texas Red MLL mutant peptide, fluorescence polarization; actives 0.23% (n = 270,000); O00255; Potency, µM (series often up to 61.6 µM), without a hit: top-dose FP activity change, negative = inhibition, most hits filed as inhibitors; active means well fitted inhibition curve with a large enough effect in the polarisation, with a control signal flat, not every such curve was filed as active; inconclusive means small, poorly fitted or top-dose-only effect, or effect the other way, or a change in a side signal; inactive means no such curve, though single readings can be large or run the other way; the % refers to the polarisation; further: potency means the concentration at half of the fitted maximal effect; % of control where 0% means no effect; many of its hits are not listed in these tables
Target sequence (O00255 whole entry, looked up): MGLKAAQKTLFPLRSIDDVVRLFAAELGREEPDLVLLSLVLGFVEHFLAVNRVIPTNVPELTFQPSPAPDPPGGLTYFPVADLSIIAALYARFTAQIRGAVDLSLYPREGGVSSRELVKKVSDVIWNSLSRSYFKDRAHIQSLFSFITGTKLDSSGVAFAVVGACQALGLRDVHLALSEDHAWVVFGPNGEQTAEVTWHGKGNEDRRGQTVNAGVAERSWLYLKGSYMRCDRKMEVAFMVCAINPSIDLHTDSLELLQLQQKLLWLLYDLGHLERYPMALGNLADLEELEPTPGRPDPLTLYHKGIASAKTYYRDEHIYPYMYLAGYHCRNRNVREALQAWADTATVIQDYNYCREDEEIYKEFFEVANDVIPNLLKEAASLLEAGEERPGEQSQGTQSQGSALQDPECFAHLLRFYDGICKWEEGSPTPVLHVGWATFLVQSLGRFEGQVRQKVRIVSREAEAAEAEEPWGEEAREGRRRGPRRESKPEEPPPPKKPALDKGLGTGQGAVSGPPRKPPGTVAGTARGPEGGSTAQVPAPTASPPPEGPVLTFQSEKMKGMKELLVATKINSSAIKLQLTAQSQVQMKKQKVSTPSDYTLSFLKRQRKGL
B2AR arrestin: agonists driving beta-arrestin recruitment to human beta2-adrenergic receptor | actives 0.02% (n = 330,000) | Potency, µM (top dose mostly 46.1 µM), inactives show at the highest dose activation, most hits filed as activators | beta-arrestin recruitment to beta2AR, cell-based reporter | P07550;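 further: potency means the concentration at half of the fitted maximal effect; 0% = DMSO controls and full agonism = EC100 isoproterenol or metaproterenol; nearly all actives have a fitted effect of over 65% in size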
Target sequence (P07550 whole entry, looked up): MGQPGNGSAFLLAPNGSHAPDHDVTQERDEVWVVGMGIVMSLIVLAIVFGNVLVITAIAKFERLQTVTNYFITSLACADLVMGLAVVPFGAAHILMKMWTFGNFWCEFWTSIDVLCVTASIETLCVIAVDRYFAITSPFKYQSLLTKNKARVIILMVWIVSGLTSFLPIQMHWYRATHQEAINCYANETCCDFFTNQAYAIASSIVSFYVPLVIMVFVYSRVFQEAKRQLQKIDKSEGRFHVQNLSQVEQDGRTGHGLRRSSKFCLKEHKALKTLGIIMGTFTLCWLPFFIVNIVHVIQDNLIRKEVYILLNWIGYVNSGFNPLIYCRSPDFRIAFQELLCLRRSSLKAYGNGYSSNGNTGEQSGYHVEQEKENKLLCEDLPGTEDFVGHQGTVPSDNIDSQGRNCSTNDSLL
PKM2 act: activators of human pyruvate kinase M2. AID 1631. actives 0.34% (n = 260,000). purified PKM2, Kinase-Glo ATP luminescence, activation; response scale: 0% is enzyme alone, no compound. Potency, µM (top dose mostly 57.5 µM), for the others: top-dose activation, hits mostly activators; further: potency means the concentration at half of the fitted maximal effect; on the % scale 0 is the no-effect control and ±100 the full control effect; nearly all actives have a fitted effect of over 55% in size
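Purified hPK-M2 (>95% pure) converted ADP (0.1 mM final) to ATP with 0.5 mM PEP in 50 mM imidazole pH7.2, KCl, MgCl2, Tween 20, BSA; 1 h at room temperature. ATP detected by Kinase-Glo luminescence.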
KCNH2 WT inh: inhibitors of human wildtype KCNH2 potassium channel; activity change, % at 1.84 µM; U2OS, BacMam KCNH2, thallium flux FluxOr; active compounds read low; Q12809; AID 720551; actives 0.37% (n = 340,000);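 active means maximum activity change below -70%; inconclusive means maximum activity change between -70% and -50%; inactive means maximum activity change above -50%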; further: on the % scale 0 is the no-effect control and ±100 the full control effect
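U2OS cells transduced with wild-type KCNH2 virus are loaded with FluxOr dye for 45 min, and thallium flux is measured in kinetic reads before and after stimulation buffer. Rate constants are normalized to DMSO controls.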
KCNH2 3.1 inh: blocks the human KCNH2 3.1 channel isoform; U2OS KCNH2 3.1, thallium flux FluxOr; active compounds read low; activity change, % (tested at about 1.8 µM); actives 0.95% (n = 340,000); AID 720553;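 active means maximum activity change below -70%; inconclusive means maximum activity change from -70% to -50%; inactive means maximum activity change above -50%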;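 further: thallium influx rate constant from kinetic fluorescence after stimulation buffer; on the % scale 0 is the no-effect control and ±100 the full control effect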
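Thallium flux via FluxOr fluorescence (Red40 quencher, 45 min loading) in U2OS cells virally expressing the KCNH2 3.1 isoform (1.77 x 10^8 /mL virus, overnight at 37 C). Rate constants from 2-min kinetic reads post-stimulation, normalised to positive and negative controls.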
CXXC DNA block: inhibitors of human MLL CXXC domain-DNA interaction; actives 0.037% (n = 290,000); MLL-CXXC / FITC-HOXA9 DNA fluorescence polarization; Potency, µM (highest dose often 115 µM), for the others: at the top dose activity change, negative = inhibition, most hits filed as inhibitors; Q03164; active means well fitted inhibition curve with a large enough effect in the polarisation, with a control signal flat, not every such curve was filed as active; inconclusive means small, poorly fitted or top-dose-only effect, or effect the other way, or a change in a side signal; inactive means no such curve, though single readings can be large or run the other way; the % refers to the polarisation; further: potency means the concentration at half of the fitted maximal effect
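Fluorescence polarization: 7 uM MLL-CXXC (stock) preincubated 5 min with compounds, then 50 nM fluorescein-HOX-A9 DNA (stock) added; 30 min ambient. Buffer 50 mM Tris-HCl pH 7.5, 50 mM NaCl, 1 mM DTT, 0.05% BSA.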
GALK inh: inhibitors of human galactokinase; Purified GALK, Kinase-Glo residual ATP luminescence; Potency, µM (series often up to 57.5 µM), without a hit: at the top dose activity change, negative = inhibition, usual class: inhibitors; actives 0.007% (n = 270,000); P51570; AID 1868; further: potency means the concentration at half of the fitted maximal effect; on the % scale 0 is the no-effect control and ±100 the full control effect
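The enzyme phosphorylates galactose (100 uM) using ATP (35 uM); inhibition is detected as higher residual ATP, quantified by bioluminescence after 1 h reaction at room temperature, pH 8.0.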
Active calls of the source: *; ? = inconclusive; . = no result given; & = joins results of further samples; [ ] = dose if it differs, or a comment. Unless noted, the call rests on the fitted dose curve; in most records, active means well fitted curve in the direction sought with a large enough effect; inconclusive means small, poorly fitted or top-dose-only effect, or another doubt; inactive means no such curve, though single readings can be large; an effect the other way counts as inactive or inconclusive. This is a subset; the hit share may differ from the screen's.

SMILES	USP2a inh	Giardia kill	TRPV1 agonist	FBPA coupling cs	Menin-MLL TR inh	B2AR arrestin	PKM2 act	KCNH2 WT inh	KCNH2 3.1 inh	CXXC DNA block	GALK inh
C[N+]1(C)C2CCC1CC(OC(=O)c1ccco1)C2 (stereo not drawn)	-3%	-7	2	3	.	-0.3%	-6%	6	6	-4%	-2%
C[C@]12CC[C@@H](O)CC1=CCC1C2CC[C@@]2(C)C1C[C@@H](F)[C@@H]2O (stereo partly drawn)	0%	4	.	.	.	-0.9%	.	0	16	.	.
C[C@]12CC[C@H]3[C@@H](CC[C@]4(O)C[C@@H](O)CC[C@]34C=O)[C@@]1(O)CC[C@@H]2C1=CC(=O)OC1	2%	?	1	.	.	-0.3%	.	-6	3	.	.
O=C1CCCc2c1nc(-c1ccccc1)n2O	3%	11	2	2	32%[activator]	-0.1%	3%	-10	-8	1%	0%
Cc1ccc(OCC(=O)N2CCN(Cc3ccc([N+](=O)[O-])cc3)CC2)cc1	-4%	-1	?	1	.	0.0%	5%	24	-20	-4%	-1%
COc1ccc(N=Cc2c(O)n(Cc3cccs3)c(=O)[nH]c2=O)cc1	1%	-22	10	1	-25%	0.2%	0%	-21	-5	7%	9%
N#CC(C#N)=Cc1ccc(N2CCCC2)cc1	13%	-15	17	0	-5%	-0.2%	3%	-3	-10	?	1%
O=C(CCN1CCOCC1)Nc1ccc(Br)cc1C(=O)c1ccccc1	-1%	-1	6	2	5%	-0.6%	-6%	10	2	13%	-3%
CCCCOC(=O)C1=C(N)OC2=C(C(=O)CC(C)(C)C2)[C@]12C(=O)N(C)c1ccccc12	4%	19	2	3	-1%	-2.2%	2%	-1	-6	-2%	0%
CN(C)C(=O)Oc1cc(=O)n2c3c(cccc13)CCC2	1%	-7	1	1	5%	-0.6%	0%	2	2	-6%	3%
O=[N+]([O-])c1ccc(NCc2ccccc2)c2nonc12	?	-7	126*	-12	?	0.1%	8%	?	-43	?	0%
CNS(=O)(=O)c1ccc(N=Cc2c(O)n(-c3ccc(C)cc3)c(=O)[nH]c2=O)cc1	14%	35[activator]	0	-2	.	0.6%	0%	1	14	-11%	-1%
CNC(=O)Oc1ccc2ncccc2c1	3%	-19	0	3	-5%	-0.3%	0%	5	14	10%	.
C/C(=N\NC(=O)c1ccccc1)c1c(O)n(Cc2ccccc2)c(=O)[nH]c1=O	2%	16	?	11	.	5.3%	7%	4	-1	-5%	.
CCC(=Nc1cccc(C(F)(F)F)c1)c1c(O)n(C)c(=O)n(C)c1=O	-10%	-2	4	-2	.	-0.8%	-8%	-9	-13	-7%	5%
CN1C2CCC1CC(OC(=O)CCN1CCCC1)C2 (stereo not drawn)	7%	19	5	-1	10%	-1.0%	-5%	1	11	3%	0%
Nc1nc2ccc(Cl)cc2c2nc(-c3ccco3)nn12	1%	.	-2	0&0	-2%	0.4%	3%	.	.	76%&33%[activator]	0%
CNC(C)Cc1ccccc1Sc1ccc(O)cc1 (stereo not drawn)	2%	-24	-2	2	22%	-0.1%	-1%	46	-13	4%	.
Cc1cccc(NC(=O)N2CCCC2)c1	1%	10	2	1	1%	0.3%	-8%	.	-9	0%	1%
CN1CCN(c2nc(Cl)ncc2F)CC1	-1%	-13	2	0	-1%	-1.0%	3%	-12	-1	5%	-1%
O=c1ccc2c(O)c3ccoc3cc2o1	1%	-13	.	0	-19%	-0.7%	.	-1	-2	.	.
CCOP(=O)(OCC)c1nc(-c2ccc(Cl)cc2)oc1NCc1ccccc1	-3%	6	?	-1	?	0.0%	17%	.	5	-1%	-3%
COc1cc2c(cc1OC)C(C)NCC2 (stereo not drawn)	2%	3	-2	1&-3	7%[24.8 µM]	0.1%	.	-3	-6	.	.
Cc1ccc(N2C(=O)NC(=O)/C(=C\c3ccoc3)C2=O)cc1	?	-9	1	3	?	0.2%	0%	11	5	10%	-2%
NC1=C([N+](=O)[O-])C(c2ccc3c(c2)OCO3)c2c(c3ccccc3oc2=O)O1 (stereo not drawn)	6%	6	-3	7	.	0.3%	3%	2	4	1%	1%

Additional compounds.
SMILES	USP2a inh	Giardia kill	TRPV1 agonist	FBPA coupling cs	Menin-MLL TR inh	B2AR arrestin	PKM2 act	KCNH2 WT inh	KCNH2 3.1 inh	CXXC DNA block	GALK inh
O=C1NC(=O)C(C(CC(=O)c2ccccc2)c2ccccc2)C(=O)N1 (stereo not drawn)	0%	2	-1	-6	-9%	0.0%	17%	-13	21	-2%	-1%
Cc1cc(/C=C2\C(=O)NC(=O)N(Cc3ccccc3Cl)C2=O)c(C)n1-c1ccc(C(=O)O)cc1	0%	0	0	-1	?	-0.2%	-1%	0	2	?	1%
CC(=O)NC1C(OC(=O)Cc2ccccc2)OC(COC(C)=O)C(OC(C)=O)C1OC(C)=O (stereo not drawn)	1%	-3	0	3	-1%	-0.4%	4%	6	9	?	4%
C/C(=N\N1CCCCCC1)c1c(O)n(C)c(=O)n(C)c1=O	8%	.	2	-1	.	0.4%	0%	.	.	-1%	-1%
Cc1ccc(-c2cc(-c3ccc(C)cc3)[n+](C)o2)cc1	1%	4	2	0	-11%	0.2%	-2%	3	8	-4%	.
O=C1NC(=O)N(CCc2ccc(F)cc2)C(=O)/C1=C\C=C\c1ccccc1	0%	13	-4	2	?	0.2%	-2%	0	2	14%	3%
CCOP1(=S)Oc2cc3c(cc2C(C(=O)OC)(C(F)(F)F)O1)OCO3 (stereo not drawn)	3%	14	2	3	16%	-0.3%	0%	-15	0	-1%	0%
COc1cc(CN2CCN(c3cc(C)ccc3C)CC2)ccc1O	0%	-4	?	1	0%	0.4%	-1%	-2	8	5%	0%
Cn1c(O)c(C=NC2CCCCC2)c(=O)[nH]c1=S	-1%	12	2	1	-1%	-0.3%	1%	0	13	5%	1%
Cc1nn(CC(C)C)c(Cl)c1C(=O)NC1CCC(C)CC1 (stereo not drawn)	2%	-22	19	.	.	0.1%	.	-8	10	.	.
CCOP(=O)(OCC)C(NC(=O)C(C)C)C(Cl)(Cl)Cl (stereo not drawn)	3%	2	1	-1	1%	0.0%	-3%	-7	0	8%	-3%
c1csc(CN2CCNCC2)c1	1%	3	0	2	2%	-1.0%	-5%	6	7	-2%	-1%
COc1ccc2cc1Oc1ccc(cc1)C[C@H]1c3cc(c(OC)cc3CCN1C)Oc1c(O)c(OC)cc3c1[C@H](C2)N(C)CC3	2%	10	0	3	.	?	-1%	-15	11	-3%	3%
C=C(C)[C@H]1CN[C@H](C(=O)O)[C@H]1CC(=O)O	.	13	.	1&8	-4%&-20%&-6%&66%	.	.	-7	-4	-2%&11%	.
Cc1oc(-c2ccccc2)nc1CN1C(=O)CN=C(c2ccccc2)c2ccccc21	1%	-9	11	7	?	-1.3%	1%	-19	-3	3%	.
CCC(C)N1C(=O)NC(=O)C2(Cc3c(ccc4ccccc34)N(C)C2)C1=O (stereo not drawn)	-4%	-1	6	-25	11%	-0.1%	-2%	-6	-5	9%	-1%
COc1ccc(/C=C2/C(=O)NC(=S)N(C3CC3)C2=O)cc1CN1C(=O)c2ccccc2C1=O	2%	7	1	2	7%	0.0%	16%	36	-3	-7%	0%
COCCNC(=O)Cn1cc(C(=O)c2ccccc2F)c2ccccc21	-1%	26	-1	3	-5%	0.1%	2%	-1	-9	1%	6%
C(CCc1nn[nH]n1)CCc1nn[nH]n1	0%	-4	-4	-1	1%	-0.8%	-20%	23	12	12%	3%
O=C1NC(=S)NC(=O)C12C(c1ccc(F)cc1)NC(=S)NC2c1ccc(F)cc1 (stereo not drawn)	-1%	-15	1	4	.	-0.1%	4%	0	3	?	-10%
C=C1C(=O)O[C@@H]2C[C@@H](C)[C@H]3C=CC(=O)[C@]3(O)C[C@@H]12	4%	7	1	-2	.	-0.4%	?	-12	21	-6%	-2%
O=C1CCN(C(=O)Cc2ccccc2[N+](=O)[O-])CC1	2%	5	1	0	-10%	-0.2%	4%	-7	5	11%	-1%
COc1ccc(C(=O)C(C)(C)NO)cc1	0%	-2	0	7	-7%	0.5%	18%	-3	-8	0%	0%
CN1CCN(c2ccc([N+](=O)[O-])c(Sc3ccccn3)c2)CC1	0%	0	.	5	.	-1.0%	3%	1	-11	-14%	-1%
Cc1cc(=O)[nH]c(CCl)n1	1%	-5	1	-2	3%	-0.3%	-3%	7	8	36%	1%

High-throughput results: PubChem BioAssay, National Center for Advancing Translational Sciences (NCATS)
